KCNH2 3.1 inh: KCNH2 3.1 (human) potassium channel inhibition. activity change, % (tested at about 1.8 µM). AID 720553. U2OS KCNH2 3.1, thallium flux FluxOr; hits give low values. 340,000 tested, 0.95% active;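 active = maximum activity change below -70%; inconclusive = maximum activity change from -70% to -50%; inactive = maximum activity change above -50%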;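 note: thallium influx rate constant from kinetic fluorescence after stimulation buffer; % is set by controls: 0 for no effect and ±100 for the full control effect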
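Channel expression came from 3.1 mutant virus (1.77 x 10^8 /mL) applied to suspended U2OS cells for 4 h. Flux was tracked with FluxOr dye plus Red40 quencher, and kinetic rate constants normalized to controls.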
hERG WT inh: inhibitors of human wildtype KCNH2 potassium channel. AID 720551. activity change, % at 1.84 µM. U2OS, BacMam KCNH2, thallium flux FluxOr; hits give low values. 340,000 tested, 0.37% active. Q12809;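 active = maximum activity change below -70%; inconclusive = maximum activity change between -70% and -50%; inactive = maximum activity change above -50%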; note: % is set by controls: 0 for no effect and ±100 for the full control effect
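U2OS cells were transduced with wild-type KCNH2 virus (2.03 x 10^8 / mL) for 4 h at room temperature, then cultured overnight at 37 C. Thallium flux was read with FluxOr dye. Rate constants were normalized to DMSO controls.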
AT treatment: potential ataxia-telangiectasia treatments restoring KAP-1 phosphorylation. AID 485349. Potency, µM (titrated, usually from 57.5 µM), inactives show at the highest dose activation, usual class: activators. 320,000 tested, 0.19% active. […] A-T fibroblasts, KAP-1 phosphorylation AlphaLISA; neocarzinostatin DNA damage 30 min before lysis; note: potency is the fitted concentration of half-maximal effect; % of control where 0% means no effect; nearly all actives have a fitted effect of over 45% in size
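hTERT-immortalized A-T patient fibroblasts ([…]), 500 cells/well in OPTI-MEM, 1% FBS, got compounds for 60 min, then NCS for 30 min at 37C. Lysates were then assayed for phospho-KAP-1 by AlphaLISA (anti-pKAP1 donor, anti-KAP1 acceptor beads), 6 hr at 25C.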
a7 integrin act: integrin-mediated muscular dystrophy alleviation activation; alpha7betagal myoblasts, beta-gal FDG fluorescence, 48 h; Potency, µM (series often up to 38.3 µM), for inactives: top-dose activation, hits mostly activators; 350,000 tested, 0.064% active;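 note: potency is the fitted concentration of half-maximal effect; 100% = response of the positive control SU9516; nearly all actives have a fitted effect of over 60% in size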
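Alpha7betagal+/- myoblasts (passage 13) were plated 16-24 hr, then exposed to compounds (1:260 dilution of DMSO stock) for 48 hours at 37C. After MPER lysis, β-galactosidase reporter activity was read as FDG fluorescence (ex 480/em 540) after 30 minutes.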
GALK inhibitor: inhibitors of human galactokinase; P51570; Purified GALK, Kinase-Glo residual ATP luminescence; Potency, µM (doses to about 57.5 µM), for inactives: at the highest dose activity change, negative = inhibition, actives largely listed as inhibitors; 270,000 tested, 0.007% active; AID 1868; note: potency is the fitted concentration of half-maximal effect; % is set by controls: 0 for no effect and ±100 for the full control effect
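Compounds were pin-transferred into ATP buffer (35 uM final), then GALK plus galactose (5 nM, 100 uM final) was added. After 1 h at room temperature, Kinase-Glo Plus was added and luminescence read after 10 min.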
MBNL1 CUG block: MBNL1-poly(CUG) RNA binding inhibition; Potency, µM (series often up to 57.5 µM), for inactives: at the highest dose activity change, negative = inhibition, most hits filed as inhibitors; Q9NR56; AID 2675; 280,000 tested, 0.036% active; TR-FRET MBNL1-His/biotin-(CUG)12 binding, 665/545 ratio; active = well fitted inhibition curve with a large enough effect in the signal ratio, with a control signal flat, not every such curve was filed as active; inconclusive = small, poorly fitted or top-dose-only effect, or effect the other way, or a change in a side signal; inactive = no such curve, though single readings can be large or run the other way; the % refers to the signal ratio; note: potency is the fitted concentration of half-maximal effect; % is set by controls: 0 for no effect and ±100 for the full control effect
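TR-FRET between His-tagged MBNL1 and biotin-(CUG)12 RNA, detected with Tb anti-His antibody (0.055 ng/ul) and streptavidin-XL665 (5 nM), 60 min at room temperature. Compounds titrated 92 nM to 58 uM; 665/545 nm ratio normalized to buffer and complex controls.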
MLL CXXC-DNA inh: blocks binding of human MLL CXXC domain to DNA | Q03164 | Potency, µM (highest dose often 115 µM), for the others: at the top dose activity change, negative = inhibition, most hits filed as inhibitors | MLL-CXXC / FITC-HOXA9 DNA fluorescence polarization | AID 2662 | 290,000 tested, 0.037% active; active = well fitted inhibition curve with a large enough effect in the polarisation, with a control signal flat, not every such curve was filed as active; inconclusive = small, poorly fitted or top-dose-only effect, or effect the other way, or a change in a side signal; inactive = no such curve, though single readings can be large or run the other way; the % refers to the polarisation; note: potency is the fitted concentration of half-maximal effect
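Purified MLL-CXXC (added from a 7 uM solution) was preincubated 5 min at ambient with pinned compounds in 50 mM Tris-HCl pH 7.5, 50 mM NaCl, 1 mM DTT, 0.05% BSA. Fluorescein-labeled HOX-A9 DNA (50 nM solution) followed, 30 min, then polarization read.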
FBPA coupling cs: inhibits coupling enzyme system, counter-screen for aldolase hits; AID 2472; 290,000 tested, 0.67% active; coupling enzyme system counterscreen, AmpLite Red fluorescence; activity change, negative = inhibition, % at 58.2 µM, hits read low; in the data active = activity change below about -30%; note: % is set by controls: 0 for no effect and ±100 for the full control effect
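Activity here indicates interference with the coupling reaction, not aldolase inhibition. Compounds at 57.5 uM final met coupling enzymes for 10 min at RT; substrate and AmpLite Red detection followed, with a 525/598 nm fluorescence read after 20 min.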
ASM inhibitor: blocks human secretory acid sphingomyelinase | 340,000 tested, 0.006% active | Potency, µM (titrated, usually from 57.5 µM), without a hit: at the top dose activity change, negative = inhibition, most hits filed as inhibitors | placental ASM, HMU-PC fluorogenic substrate, 60 min | P17405; note: potency is the fitted concentration of half-maximal effect
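Fluorogenic HMU-PC substrate (9 uM final) is turned over by placental ASM in 60 min at 37 C after a 10 min compound preincubation. Reaction ended by alkaline stop (pH 10), with fluorescence read at 386/447 nm.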
TRPV1 agonist: activates the human vanilloid receptor TRPV1; Q8NER1; TRPV1-expressing cells, Fluo-8 calcium influx, agonist mode; activation, % at 8.33 µM; 320,000 tested, 0.19% active; AID 540275; in the data active = activation above about 80%; inconclusive = between about 30% and that limit; note: 0% is about no effect
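TRPV1-expressing cells were cultured overnight at 35.5C and loaded with Fluo-8 calcium dye for 40 to 90 min at room temperature. After a 10 s baseline, compound was added and calcium influx was read kinetically for 3 min (ex 480/em 520 nm).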
An asterisk follows results filed as active; u = inconclusive; x = not tested or not shown; [ ] = another dose, or the depositor's remark. Unless noted, calls come from the whole dose curve; as a rule, active = well fitted curve in the direction sought with a large enough effect; inconclusive = small, poorly fitted or top-dose-only effect, or another doubt; inactive = no such curve, though single readings can be large; an effect the other way counts as inactive or inconclusive.

Structure,KCNH2 3.1 inh,hERG WT inh,AT treatment,a7 integrin act,GALK inhibitor,MBNL1 CUG block,MLL CXXC-DNA inh,FBPA coupling cs,ASM inhibitor,TRPV1 agonist
CCCc1[nH]nc2c1C(c1ccc(OCCN3CCOCC3)c(OCC)c1)C(C#N)=C(N)O2 (stereo not given),-4.4,-1.4,14.5%,-21.0%,0.3%,0.0%,0.5%,1.2,0.3%,0.0
COc1ccc(CC(=O)N2CCc3ccccc3C2)cc1,-3.3,-2.7,-2.5%,u,1.4%,-1.3%,-25.1%,2.0,-0.8%,14.7
O=C(Nn1cnnc1)c1cc(-c2ccccn2)nc2ccccc12,1.2,-4.9,5.3%,-4.7%,-1.9%,6.7%,-1.0%,-0.6,-0.1%,0.5
CC(C)C(=O)Nc1ccc(C(=O)Nc2ccc(S(=O)(=O)N3CCOCC3)cc2)cc1,-4.9,-4.2,2.3%,1.3%,1.2%,0.3%,-17.1%,1.4,-3.5%,3.9
O=c1[nH]c2ccsc2c(=O)n1-c1ccc(F)cc1,12.6,0.0,8.0%,0.0%,-0.3%,-1.9%,-8.1%,2.8,-0.3%,-0.2
COc1ccc(N(Cc2cc3ccccc3[nH]c2=O)S(C)(=O)=O)cc1,-29.1,0.4,-1.3%,-21.9%,x,3.6%[11.5 µM],-11.7%,2.5,1.2%,3.3
Cn1cc(S(=O)(=O)Nc2ccc(F)cc2F)c(=O)n(C)c1=O,30.8,1.8,3.5%,20.4%,0.9%,-0.4%,5.5%,2.4,-1.3%,2.1
O=C(CCC1CCCC1)N=C1SC2CS(=O)(=O)CC2N1Cc1ccccc1 (stereo not given),-2.0,-9.6,7.6%,-44.0%,-8.6%,1.1%,-1.1%,0.2,-0.7%,4.8
CCN(CC)S(=O)(=O)c1ccc(N2CCOCC2)c(NC(=O)CNCCc2ccccc2)c1,-8.0,-11.3,9.9%,20.0%,-3.8%,x,19.7%,0.2,7.2%,x
Cc1cccn2c(=O)c(/C=C(\C#N)C(=O)NC3CCS(=O)(=O)C3)c(N3CC(C)OC(C)C3)nc12 (stereo not given),-0.3,-5.7,-7.4%,2.0%,8.9%,x,0.3%,1.9,360.2%[activator],2.2
CCC(=O)c1ccc(OCC(O)CNC2CCCC2)cc1 (stereo not given),12.2,2.6,4.7%,-0.6%,3.7%,-6.1%,5.4%,1.0,4.9%,3.4
O=C(Cn1cnc2c(cnn2-c2ccccc2Cl)c1=O)N1CCc2ccccc21,0.0,0.1,-8.0%,-23.2%,-3.3%,3.6%,0.1%,-3.1,0.4%,2.7
CSc1cc(SC)ncn1,-0.8,-11.9,x,-5.0%,x,x,x,x,3.3%,x
Cc1ccc(NC(=O)CNCc2ccc(Cl)cc2Cl)cc1S(=O)(=O)N(C)C,-4.9,-0.8,4.1%,-16.7%,-1.5%,1.3%,-6.9%,1.0,-2.0%,5.4
Cc1cc(OCCN2CCN(S(=O)(=O)c3ccccc3F)CC2)ccc1C(C)C,8.0,-11.5,5.2%,-18.1%,x,x,x,x,-0.6%,0.0
Cc1ccc(C)c(OCc2cc(C(=O)N(C)Cc3nccs3)no2)c1,5.9,-3.1,8.1%,8.8%,-2.1%,3.3%,-5.2%,0.8,1.0%,u
CC(C)CC(NC(=O)C(NC(=O)C1CCC(=O)N1C(=O)OCc1ccccc1)C(C)C)C(=O)N1CCCC1C(N)=O (stereo not given),4.0,-3.2,7.1%,-15.1%,5.6%,-7.6%,-10.8%,0.9,-4.2%,-2.5
Cc1nn(Cc2c(F)c(F)c(F)c(F)c2F)c(C)c1NC(=O)c1cccc(COc2ccccc2Cl)c1,-15.3,6.3,-1.3%,7.9%[7.66 µM],3.3%,-5.8%,-4.0%,2.8,-4.4%,2.2
CCOC(=O)c1ccc(Oc2nc(SC)nc(N(C)C)n2)cc1,-1.8,-11.4,21.1%,-28.1%,-0.4%,-0.7%,8.5%,0.6,-9.5%,-2.0
CC(C)Cn1cnc2c(c1=N)C(c1ccccc1)C1=C(CC(C)(C)CC1=O)O2 (stereo not given),3.3,-7.7,-23.1%,-18.8%,1.8%,-7.6%,-2.3%,0.2,2.5%,18.7
COCCNC(=O)c1ccc(C2SCC(=O)N2Cc2ccco2)cc1 (stereo not given),25.4,x,20.6%,-10.6%,6.3%,-6.7%,-8.7%,-0.1,3.3%,-3.5
O=C(Cn1cnc2ccccc2c1=O)Nc1ccc(-c2nnc3n2CCCCC3)cc1,-0.3,2.8,-6.3%,-1.6%[7.66 µM],0.2%,1.2%,-7.4%,-1.2,5.3%,2.5
COc1ccc(-n2cc(CN3CCCC3)c(-c3cccc(F)c3)n2)cc1,2.4,37.9,-4.7%,-39.9%,3.2%,-0.8%,-3.7%,-1.3,3.2%,16.2
O=C(c1ccccc1NS(=O)(=O)c1ccc2c(c1)OCCO2)N1CCOCC1,9.7,1.1,-1.1%,31.3%,-1.5%,5.0%,2.2%,0.0,2.6%,-2.6
CC(C)COc1ccc(C/C(N)=N/n2cnnc2)cc1,x,0.8,3.0%,-32.9%,3.6%,-6.1%,-0.9%,-1.9,0.3%,-2.6
Cc1ccc(SCC(=O)Nc2ccc3c(c2)C(=O)NC3=O)cc1,-8.4,-0.3,-4.1%,-13.6%,-1.2%,16.0%,18.5%,1.3,-2.6%,24.2
Cc1cccc(C(=O)NCC(=O)OCC(=O)N(C)CC(=O)Nc2ccc(F)cc2)c1,8.5,1.6,-4.2%,14.7%,x,x,x,x,-1.2%,11.0
COc1ccc(CNC(=O)COC(=O)C(CCSC)N2C(=O)c3ccccc3C2=O)cc1 (stereo not given),13.8,1.8,3.2%,9.5%,x,x,x,x,-2.5%,x
Cc1nnc(SCC(=O)NC(C)(C)C)n1CCc1ccccc1,9.9,-4.2,-1.6%,9.1%,-2.2%,-8.2%,-2.9%,1.4,-0.2%,6.8
Cc1cc(C)n(C2CC(=O)N(c3cc(Cl)cc(Cl)c3)C2=O)n1 (stereo not given),10.5,-20.8,10.5%,37.1%,-3.3%,x,1.6%,1.1,-0.3%,x
N=c1c2c(n(Cc3cccc(Cl)c3)c3c1CCC3)CCCC2,3.8,-7.1,4.6%,-46.3%[inhibitor],-2.3%,-0.3%,-5.9%,-0.1,-1.3%,7.2
CCOc1ccc(C(=O)c2cc3ccc(O)cc3oc2=O)cc1,0.8,-15.8,-6.8%,18.5%,0.7%,u,0.3%,6.8,29.2%,4.5
Cc1cccc(NC(=O)CN(C)C(C)C(=O)Nc2ccc(S(=O)(=O)N3CCCC3)cc2)c1C (stereo not given),0.7,5.3,-12.1%,-28.2%,x,x,x,x,-1.8%,26.3
COc1cc(NC(=O)c2ccccc2)c(OC)cc1NC(=O)Cc1ccc(C)cc1,-1.2,2.0,2.9%,24.3%,x,-3.7%,-3.4%,-1.2,-3.0%,2.5
CN1CCN(CCc2nc3cc(NC(=O)c4ccco4)ccc3n2C)CC1,-14.0,1.6,-1.3%,16.2%,-0.7%,-8.6%,-3.5%,-4.0,-4.9%,-6.9
CCc1ccc(N2CC(C(=O)Nc3ccc(S(=O)(=O)N4CCOCC4)cc3)CC2=O)cc1 (stereo not given),8.4,-9.5,14.7%,4.4%,x,x,x,x,u,13.2
O=C(O)c1ccc(C=NNC(=O)c2cccc3ccccc23)cc1,3.3,1.7,x,3.2%,x,x,x,x,6.4%,x
Cc1cccc(NC(=S)N2CCC(C(=O)c3ccc(F)cc3)CC2)c1,-4.6,15.9,x,20.2%,x,x,x,x,-4.2%,x
CCOC(=O)c1c(C)[nH]c(C)c1C(=O)COC(=O)CCOc1ccccc1OC,38.2,-11.0,6.7%,-1.1%,5.9%,-1.7%,9.3%,5.1,-2.5%,1.2
O=C(O)c1cccc2c1C(=O)c1cc(Br)ccc1S2(=O)=O,22.7,-2.9,2.9%,13.2%,x,x,x,x,0.9%,1.7
Cc1nn(C(C)CC(=O)O)c(C)c1C (stereo not given),2.9,-3.4,x,18.0%,-1.4%,0.5%,-25.2%,-1.5,-1.7%,2.6
O=C(N/N=C/c1ccc(N2CCOCC2)cc1)c1ccccn1,3.8,-21.8,50.0%,9.8%,12.7%,u,5.0%,-0.8,1.3%,2.1
CC1CCCN(C(=O)Cn2nnc(-c3ccc([N+](=O)[O-])cc3)n2)C1 (stereo not given),x,x,-6.3%,x,x,u,1.8%,-6.2,x,-2.1
O=C(OCCCN=C1NS(=O)(=O)c2ccccc21)c1ccc(F)cc1,0.0,21.2,-1.1%,27.9%,2.4%,-0.5%,11.3%,0.0,0.3%,u
CCCCSc1nnc(-c2ccc(NC(=O)CCc3ccccc3)cc2)n1C,-11.4,4.8,x,-15.2%[7.66 µM],0.4%,-2.4%,4.9%,1.6,0.2%,-0.6

An unsorted share of the library. Share with any hit: about 2%.
